Source: PubChem BioAssay (several laboratories)
HCT116 bCat-KO: beta-catenin-lacking colon tumor cell growth suppression; HCT116 beta-catenin knockout viability, CellTiter-Glo, 60 h; active compounds read low; viability, % at 10 µM; hit rate 1.5% among 140,000; AID 818;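 active = viability at or under a set limit, the compound median less 4 SD, cut at about 6% in these data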;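 note: 0% = Hyamine 1622 control at 20 µM and 100% = untreated cell control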
Phagocyt inh: inhibitors of macrophage phagocytosis. J774A.1 macrophage IgG-bead phagocytosis, imaging. inhibition, % at 5 µM. hit rate 0.07% among 110,000;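 active = inhibition above the mean of the plate negative controls plus 5 SD, cut at about 13% in these data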;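 note: phagocytic index as fraction of beads internalized from green versus red external bead signal; plate controls were DMSO negative control for no effect and cytochalasin-D positive control for full effect; some results beyond the cut were filed as inactive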
E-sel TNF inh: TNF alpha driven E-selectin expression inhibition; HUVEC TNFa-induced E-selectin immunofluorescence, high content; inhibition, % at 2 µM; hit rate 0.71% among 120,000; AID 1246;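 active = inhibition above the batch mean plus 3 SD, and confirmed as a hit on visual image review, cut at about 43% in these data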;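 note: 0% = TNF-stimulated DMSO wells and 100% = unstimulated control wells; not every result past the cut was called active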
GALR2 blocker: antagonists of human galanin receptor 2 (GALR2); O43603; GALR2-expressing cells, antagonist mode; inhibition, % at 4 µM; hit rate 0.39% among 140,000; in the data active = inhibition above about 27%;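 note: cells stimulated with galanin 1-16 at roughly its EC80; 0% = agonist challenge control and 100% = basal control without agonist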
Target sequence (O43603 whole entry, looked up): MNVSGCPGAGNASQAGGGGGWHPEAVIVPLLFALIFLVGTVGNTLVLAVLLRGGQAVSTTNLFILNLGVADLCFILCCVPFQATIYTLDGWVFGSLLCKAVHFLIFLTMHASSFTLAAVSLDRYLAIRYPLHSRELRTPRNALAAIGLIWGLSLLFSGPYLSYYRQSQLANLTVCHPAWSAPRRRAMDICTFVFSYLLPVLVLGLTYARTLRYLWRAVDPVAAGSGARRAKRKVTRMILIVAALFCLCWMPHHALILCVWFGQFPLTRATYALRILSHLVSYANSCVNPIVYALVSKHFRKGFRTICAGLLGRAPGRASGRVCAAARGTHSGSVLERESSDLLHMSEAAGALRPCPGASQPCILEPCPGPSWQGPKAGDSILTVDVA
HCT116 PTEN-null: growth suppressors of cells with PTEN tumor suppressor deletion. HCT116 PTEN-null viability, CellTiter-Glo, 60 h; active compounds read low. viability, % at 10 µM. hit rate 1.2% among 140,000;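 active = viability at or below a set limit, 4 SD under the median of all tested compounds, cut at about 3.7% in these data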;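 note: PTEN knockout HCT116 line with beta catenin targeted HCT116 as companion control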
Measles CPE: protection of cells from measles virus; Measles virus-infected cells, CPE protection, absorbance; protection (pct of control), % at 4 µM; hit rate 1.5% among 140,000; AID 841; in the data active = protection mostly above about 24%, no sharp cut-off; inactive = mostly below about 26%; note: some compounds called inactive have numbers as strong as hits
NPY-Y2 antag: NPY-Y2 (human) receptor antagonism. inhibition, % at 2.7 µM. hit rate 0.99% among 140,000. NPY-Y2 expressing cells, antagonist mode; in the data active = inhibition above about 17%;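 note: 0% = vehicle with agonist challenge and 100% = reference antagonist with challenge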
Target sequence (P49146 whole entry, looked up): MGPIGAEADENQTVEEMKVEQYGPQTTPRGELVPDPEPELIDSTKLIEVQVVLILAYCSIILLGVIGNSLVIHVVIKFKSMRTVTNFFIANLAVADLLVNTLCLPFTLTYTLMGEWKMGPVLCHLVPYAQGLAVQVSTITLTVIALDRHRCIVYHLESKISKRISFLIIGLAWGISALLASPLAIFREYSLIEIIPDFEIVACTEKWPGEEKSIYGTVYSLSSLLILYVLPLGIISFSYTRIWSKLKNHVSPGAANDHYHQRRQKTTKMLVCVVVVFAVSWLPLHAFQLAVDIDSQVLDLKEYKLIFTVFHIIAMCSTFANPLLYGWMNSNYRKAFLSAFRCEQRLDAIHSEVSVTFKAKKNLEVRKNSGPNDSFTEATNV
Yeast life ext: yeast lifespan extension. S. cerevisiae growth with nicotinamide, OD615; deaD strain in restrictive glucose medium. inhibition of the nicotinamide effect, % at 10 µM. hit rate 0.68% among 130,000. AID 775;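 active = inhibition above a set limit, placed 3 SD over the median of all compounds, cut at about 26% in these data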;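 note: 0% = nicotinamide-treated wells and 100% = cells grown without nicotinamide; some compounds called inactive have numbers as strong as hits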
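Assay system: engineered S. cerevisiae DeaD replicative-lifespan strain, galactose-grown log-phase cells; medium: restrictive CSMM-D dextrose medium; also added: nicotinamide, 1.5 mM, co-present with compound; schedule: 48 h compound exposure at 30 °C, humidified; detection: absorbance at 615 nm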
BB579 growth dn: reduces growth of yeast BB579 in restrictive medium. S. cerevisiae BB579 growth, OD615, 48 h. inhibition, % at 10 µM. hit rate 0.51% among 140,000;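 active = inhibition above a set limit, 3 SD over the mean compound inhibition, cut at about 44% in these data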; note: inactives centre near -24
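test system = yeast BB579 (DeaD) | buffer or medium = restrictive CSMM-D medium | doses = single compound dose of 10 µM, 0.25% DMSO final | times = 4 h preincubation and 48 h exposure at 30 °C | technique = culture absorbance at 615 nm | benchmarks = amphotericin B 10 µg/mL, positive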
MRP1 act: MRP-1 activation; H69AR cells + doxorubicin, viability rescue, CellTiter-Glo; viability increase, % at 10 µM; hit rate 0.61% among 140,000;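 active = viability gain under doxorubicin at or above a set limit, the compound median plus 3 SD, cut at about 4.7% in these data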;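 note: MRP-1 overexpressing cells given doxorubicin 25 µM after compound pretreatment; 18-22 h compound pretreatment then 72 h with doxorubicin before readout; 0% = doxorubicin-only wells and 100% = vehicle-treated cells without doxorubicin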
* = called active by the depositor; x = no result given. Compounds were not picked by outcome, and some 6.1% of all compounds hit somewhere here.

SMILES	HCT116 bCat-KO	Phagocyt inh	E-sel TNF inh	GALR2 blocker	HCT116 PTEN-null	Measles CPE	NPY-Y2 antag	Yeast life ext	BB579 growth dn	MRP1 act
CCSc1nc2cc(OC)c(OC)cc2c(=O)n1CC	84	5	11	2	75	21	-1	-9	-5	-1.5
CCC(C)C(=O)Nc1nc(C)c(-c2csc(Nc3ccccc3OC)n2)s1 (stereo unspecified)	86	2	0	-12	73	5	5	-30	-47	-2.3
COC(=O)c1ccc(-n2c(C)nc(=O)c(-c3ccccc3)c2C)cc1	91	-1	-6	4	97	x	1	-16	0	3.8
CC(C)c1ccc(S(=O)(=O)N2CCN(C(=S)NCc3ccco3)CC2)cc1	92	1	x	7	78	14	2	4	-4	-1.6
CCc1c(C)c2c(C)[nH]nc2oc1=O	115	x	1	-3	117	2	0	-3	-43	0.9
COc1ccc(CCNC(=O)CCCCn2c(=O)[nH]c3ccccc3c2=O)cc1OC	86	0	-12	-5	91	7	-1	-16	-39	-2.0
CC/C(=N\NC(=O)CSCc1ccc(Cl)cc1)c1ccc2c(c1)OCCO2	72	-4	-12	-4	78	0	1	-10	-11	-0.3
COC(=O)c1ccc(N2CCC(C)CC2)c(N)c1	83	7	14	-6	84	4	4	-5	-26	-3.6
c1ccc(-c2cc(-c3ccncc3)nc3ccc4ccccc4c23)cc1	86	-12	x	11	78	10	1	-4	-41	-2.0
Cc1ccc(Cl)cc1N1CCN(C(=O)Cn2ccc3ccccc3c2=O)CC1	17	-2	x	21	28	4	5	-12	-18	2.8
Cc1cccc2cc(CN(Cc3cccs3)Cc3nnnn3Cc3ccccc3)c(=O)[nH]c12	70	-2	x	-11	53	4	3	-4	4	-4.2
CC(C)(C)c1cc(=O)n(-c2ccccc2)[nH]1	103	-1	4	13	92	7	1	12	-42	-1.1
O=C(NCc1ccco1)[C@@H]1CSC2c3ccccc3C(=O)N21 (stereo partly specified)	92	0	18	2	91	10	2	-8	-41	-1.8
CN1C2CCC1/C(=C/c1cccn1C)C(=O)/C2=C\c1cccn1C	86	0	x	24	88	20	3	3	-23	-1.2
Cc1sc2ncnc(OCC(=O)c3ccc(S(=O)(=O)N4CCCC4)cc3)c2c1C	83	0	x	6	82	5	4	-9	-28	-1.1
COc1ccc2cc3cc(C(=O)NCC4CCCO4)oc3nc2c1 (stereo unspecified)	102	x	-18	1	96	11	2	-26	3	2.8
Cc1nn(C)c(C)c1S(=O)(=O)NCc1cccs1	99	-2	x	8	91	17	1	-13	12	2.3
COc1ccc(S(=O)(=O)N2CCN(Cc3cccc(Cl)c3)CC2)cc1	87	-1	4	-8	86	5	4	19	-8	-3.3
CCOC(=O)c1c(C)[nH]c(C(=O)COC(=O)CCC2CCCC2)c1C	103	-1	1	1	101	4	1	0	-24	-0.2
Cc1cc(C)n(-c2nc3c(c(=O)[nH]c(=O)n3C)n2CC(O)COc2ccccc2C)n1 (stereo unspecified)	92	-1	x	-1	93	0	2	-5	-32	-2.5
Cc1ccc(S(=O)(=O)N2CCC(=O)N(CCOCc3ccccc3C)CC2)cc1	81	x	-16	-3	86	32	1	1	-15	-1.1
Brc1cccc(Cn2c(-c3cncs3)nc3ccccc32)c1	88	x	-4	-4	84	8	5	x	-53	-1.7
NCCOc1cnn(-c2ccccc2Cl)c(=O)c1Cl	95	-3	-29	5	104	5	2	3	-27	-0.2
COc1ccccc1C1(CC(=O)N2CCOCC2)CCOC(C(C)C)C1 (stereo unspecified)	92	-2	11	1	102	14	6	-5	-52	0.1
COc1c(N2CCN(C(=S)NCc3ccccc3)C(C)C2)c(F)cc2c(=O)c(C(=O)O)cn(C3CC3)c12 (stereo unspecified)	13	0	48	-12	13	8	0	-2	-22	-6.7
COc1ccccc1N(CC(=O)NC(C)(C)C)C(=O)Cn1nnc(-c2ccc(C)o2)n1	97	0	x	9	98	17	1	0	-10	-0.3
CC1CN(c2ccc(S(=O)(=O)N3CCOCC3)cn2)CC(C)O1 (stereo unspecified)	102	-3	23	-9	99	2	3	-9	-12	-1.9
c1ccc(N2CC[N+]3(CCCC3)CC2)nc1	88	-1	1	0	88	12	-3	-6	-15	-3.6
CCOC(=O)c1c(C)c(C(=O)NCc2cccnc2)c(C)n1C	103	0	2	-4	97	23	2	-13	5	-1.7
Cc1sc2ncnc(SCC#N)c2c1C	96	2	x	-9	103	8	3	-15	-65	-0.3
COc1ccc(CCNC(=O)C2CC2)cc1OC	105	0	-9	4	109	46*	-1	-20	-30	0.9
C=CCn1c(-c2ccccc2)c[nH]c1=S	97	3	8	-10	90	5	-1	-11	-33	0.7
Cc1cccc(OCC(O)CN2C(C)(C)CC(O)CC2(C)C)c1C (stereo unspecified)	98	2	4	7	93	27	0	-15	15	0.5
O=C(Nc1ccn(Cc2ccccc2)n1)c1cccc(Cn2cc([N+](=O)[O-])cn2)c1	72	-6	x	-6	77	9	-1	2	0	0.5
COc1ccc2c(c1)cc(C(O)c1ccccn1)n2S(=O)(=O)c1ccccc1 (stereo unspecified)	80	0	1	-4	88	17	0	6	-18	-2.6
Clc1ccccc1-c1nnc2sc(C3COc4ccccc4O3)nn12 (stereo unspecified)	95	1	-20	10	94	4	3	-20	-57	-1.0
CCN(c1ccccc1)S(=O)(=O)c1cc(OC)ccc1OC	81	0	-6	-4	76	49	4	9	-24	-3.7
CCc1cccc(C)c1NC(=O)CSc1nnc(-c2cc3cc(Br)ccc3o2)n1CC	76	-2	-4	7	66	4	4	-1	1	1.4
C=CCn1c(=NC(=O)c2ccccc2[N+](=O)[O-])sc2cc(S(C)(=O)=O)ccc21	77	-7	x	-6	62	15	2	-4	-26	-2.4
COc1ccc(CC(=O)NC(C)(C)CC(C)=O)cc1OC	80	x	0	4	92	3	1	-26	-8	-2.5
CCN(CC)S(=O)(=O)c1ccc(OC(C)C)nc1	99	0	-7	1	111	4	4	-6	-3	-0.1
Cc1ccc(S(=O)(=O)Cc2ccc(C(=O)NCCCN3CCN(C)CC3)o2)cc1	94	0	8	-6	99	5	3	-22	-36	-1.7
CCCC(=O)Nc1ccc(N2CCN(C(=O)CCC)CC2)cc1	92	-1	x	-8	87	2	-2	-10	-13	-0.8
Cc1ccc(C(=O)c2nc3c(n2O)CCCC3)cc1	106	0	11	-4	106	12	2	24	-61	0.8
O=c1[nH]c(CN2CCN(c3ccccc3)CC2)nc2scc(-c3ccccc3)c12	38	-3	-40	3	32	4	3	-1	-16	-2.9
O=S(=O)(c1ccccc1)c1nc(-c2ccco2)oc1N1CCOCC1	100	-2	x	-4	110	13	-2	-5	-10	1.4
Cc1nc(N2CCN(C(=O)c3ccc(Cl)cc3)CC2)c(C#N)c2c1COC(C)(C)C2	66	-1	0	5	70	4	0	-24	-43	-0.8
CCOC(=O)C1=C(C)N(C)C(=O)NC1c1ccccc1OC (stereo unspecified)	90	-5	-3	9	101	4	4	-1	-2	-0.4
C(=C\c1ccccc1)/CSc1nnc(-c2ccncc2)n1Cc1ccco1	85	0	14	-1	81	2	1	1	-50	-5.0
COC(=O)CSc1nc(NC(C)=O)nc(C)c1Br	104	0	37	2	96	8	5	-4	-52	-0.6
Cc1noc(C)c1S(=O)(=O)N1CCN(Cc2ccc3c(c2)OCO3)CC1	89	0	x	6	97	12	3	-4	-91	-0.7
Cc1cccc2cc(CN(CC3CCCO3)C(c3nnnn3Cc3ccco3)C(C)C)c(=O)[nH]c12 (stereo unspecified)	42	x	22	-3	40	20	7	-9	-31	-3.4
Cc1cc(C)c(S(=O)(=O)NNC(=O)C2CCN(Cc3ccccc3)CC2)c(C)c1	83	x	31	-5	81	7	3	-8	-12	-3.0
CCCCn1c(S(=O)(=O)O)nc2ccccc21	74	-1	-69	-1	92	6	6	-13	-40	-1.0
CC1CCC(N2CCN(c3ncccn3)CC2)C1 (stereo unspecified)	97	0	-3	-2	105	12	4	5	-40	-0.1
Cc1ccccc1Nc1nnc(SCC(=O)Nc2ccccc2[N+](=O)[O-])s1	86	0	x	5	82	12	2	-3	-39	-1.6
COc1ccc(NC(=O)CSc2nnc(C3CCCCC3)n2-c2ccccc2)cc1	87	2	-13	-15	88	7	2	-4	-25	-0.3
Fc1cccc(NCc2cn3ccccc3n2)c1	101	0	-10	9	98	19	5	-12	4	-0.7
Cc1nc(N/N=C/c2ccccn2)sc1C	10	x	x	16	8	1	1	-3	44*	-4.2
O=C(O)c1ccc(-c2nc(-c3ccccc3)c(-c3ccccc3)[nH]2)cc1	99	0	-2	10	99	6	4	-2	-14	-2.0
More compounds.
SMILES	HCT116 bCat-KO	Phagocyt inh	E-sel TNF inh	GALR2 blocker	HCT116 PTEN-null	Measles CPE	NPY-Y2 antag	Yeast life ext	BB579 growth dn	MRP1 act
CN(C)S(=O)(=O)c1cccc(NC(=S)N/N=C/C(c2ccccc2)c2ccccc2)c1	93	6	x	1	90	5	2	1	-3	-1.3
OC(COc1ccc2ccccc2c1Br)Cn1ccnc1 (stereo unspecified)	110	0	-8	2	103	4	0	-17	-33	-0.5
CC(C)C(C(=O)O)N1C(=O)/C(=C/C=C/c2ccco2)SC1=S (stereo unspecified)	83	x	-11	-4	87	1	1	20	-11	-2.3
C=CCNc1oc(Cc2cccc3ccccc23)nc1C#N	90	0	11	15	89	19	1	-6	-5	-3.0
CCOc1ccc(C(=O)Nc2ccc(NC(=O)c3cccs3)cc2)cc1[N+](=O)[O-]	93	-5	x	3	91	7	1	1	-22	-2.3
S=c1nc(-c2ccccc2Br)[nH][nH]1	86	x	-3	12	91	22	0	x	-13	-1.8
Cc1ccc(S(=O)(=O)N(CC(O)CN2CCCC2)c2ccccc2)cc1 (stereo unspecified)	78	-1	-2	7	94	5	0	-21	-22	-3.6
C=CCn1c(=NC(=O)c2ccc(S(=O)(=O)N3CCCc4ccccc43)cc2)sc2cc(S(N)(=O)=O)ccc21	69	-1	-2	-4	64	4	1	0	-41	-0.6
CCOC(=O)Cc1csc(NC(=O)CSc2nnc(-n3nc(C)cc3C)c3ccccc23)n1	91	-1	-6	9	84	2	1	-3	-22	-5.2
Brc1ccc(Oc2nnnn2-c2ccccc2)cc1	95	0	x	6	88	5	2	-10	-18	-2.5
CC1(C)OC(=O)C(=CNC(CCC(N)=O)C(=O)O)C(=O)O1 (stereo unspecified)	100	0	-15	-2	96	8	2	-5	6	-0.3
CCc1nnc(NC(=O)CSc2nc3c(C)cccc3[nH]2)s1	103	-3	-7	3	105	11	10	5	-41	0.2

3 compounds out of the list above, sorted by the value under GALR2 blocker, descending.
Compound,GALR2 blocker
COc1ccccc1N(CC(=O)NC(C)(C)C)C(=O)Cn1nnc(-c2ccc(C)o2)n1,9
Cc1ccc(S(=O)(=O)N(CC(O)CN2CCCC2)c2ccccc2)cc1 (stereo unspecified),7
Brc1cccc(Cn2c(-c3cncs3)nc3ccccc32)c1,-4
